RSV antiviral HEp-2 – inhibition of RSV-induced cytopathic effect – HEp-2 cells, primary 10 µM value included (AID 2391) | HEp-2 cells, RSV-induced CPE inhibition; higher % means a stronger effect | CPE inhibition, % at 10 µM; hits with a dose series show IC50 in µM | hit rate 0.13% among 310,000; in the data active = a potency from the dose series; note: strong numbers were not always called active
Large T inhibition – SV40 large T antigen inhibitors, biochemical (AID 1903); SV40 large T antigen ATPase/helicase inhibition assay; higher % means a stronger effect; one-dose inhibition, % at 20 µM; IC50 in µM for titrated hits; hit rate 0.39% among 310,000; in the data active = a potency from the dose series; note: strong numbers were not always called active
T cell HTS – T cell immune modulators affecting CD8 T cell-vesicle binding; 2C CD8+ T cell-vesicle binding, flow cytometry; active compounds read low; calls only at 7 µM; hit rate 0.068% among 330,000; AID 2052;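 active = response, share of CD8 T cells binding vesicles, and their 90th percentile fluorescence all below set limits, cut at about 80% in these data, passing the limit was not always enough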
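Assay system: 2C TCR transgenic mouse naive CD8+ T cells, MACS-purified | Read-out: CD8+ gate FL2 mean fluorescence as % of same-row positive control | Signal: High-throughput flow cytometry with anti-B7-1 and anti-CD8 staining | Timing: Binding step 1.5 h, 37 °C, antibody labelling 20 min, ice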
K1F lysis inhibition – inhibition of K1F phage lysis, E. coli UTI89, bacterial capsule biogenesis inhibitors, alamar blue (AID 488966); E. coli UTI89 K1F phage lysis, alamar blue, 2 h; higher % means a stronger effect; one-dose inhibition, % at 100 µM; IC50 in µM for titrated hits; hit rate 0.02% among 340,000;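 active = phage lysis inhibition, versus mean bacterial control, above a set limit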;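 note: capsule biogenesis inhibitors block K1F phage lysis so surviving cells raise fluorescence; higher fluorescence means more inhibition of phage lysis; actives were called in the ten point dose series up to 300 µM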
Rac1 GTP hydrolysis – MgcRacGAP GTPase-activating activity inhibitors, confirmation, biochemical, ADP Hunter fluorescence | MgcRacGAP-stimulated Rac1 GTP hydrolysis, ADP Hunter fluorescence; higher % means a stronger effect; GST-tagged Rac1 F28L mutant substrate | inhibition, % at 30 µM; hits with a dose series show IC50 in µM | hit rate 0.6% among 340,000;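 active = first-screen hits whose inhibition reached a set limit at any dose in the follow-up dose series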;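 note: fluorescence reports GDP produced by GAP-driven GTP hydrolysis; strong numbers were not always called active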
West Nile antiviral – inhibition of WNV-induced cytopathic effect – cell-based, CPE readout (AID 1621). CPE inhibition, % at 10 µM, or IC50 in µM where a hit was titrated. West Nile virus-infected cells, CPE inhibition; higher % means a stronger effect. hit rate 0.02% among 290,000; in the data active = a potency from the dose series; note: strong numbers were not always called active
NS5 inhibitors – Dengue-2 NS5 methyltransferase inhibitors, primary screen, biochemical, confirmation dose response (AID 588689) | inhibition, % at 25 µM; hits with a dose series show IC50 in µM | Dengue-2 NS5 methyltransferase capping enzyme assay, biochemical; higher % means a stronger effect | hit rate 0.3% among 340,000; in the data active = a potency from the dose series
Salmonella PhoP GFP – PhoP-dependent GFP reporter repression – Salmonella Typhimurium, primary screen (AID 1863); S. Typhimurium PhoP-regulated promoter GFP reporter, 4 h; higher % means a stronger effect; inhibition, % at 50 µM, or IC50 in µM where a hit was titrated; hit rate 0.16% among 300,000;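 active = inhibition over 29.93%, a cutoff 3 SD above the screen mean, later confirmed by dose response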;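 note: 0% = low Mg2+ inducing control and 100% = high Mg2+ repressing control; strong numbers were not always called active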
NTR1 agonist – agonists of NTR1, primary screen, imaging, U2OS cells, beta-arrestin-GFP, high content (AID 493036); P30989; NTR1-U2OS beta-arrestin-GFP spot imaging, agonist mode; activation, % at 20 µM; hit rate 0.17% among 330,000;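 active = activation at or above 40% of the spot to cytoplasm intensity ratio, with at least 20 cells analyzed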;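 note: 0% = DMSO without peptide and 100% = 100 nM NTR1 peptide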
Target sequence (P30989 whole entry, looked up): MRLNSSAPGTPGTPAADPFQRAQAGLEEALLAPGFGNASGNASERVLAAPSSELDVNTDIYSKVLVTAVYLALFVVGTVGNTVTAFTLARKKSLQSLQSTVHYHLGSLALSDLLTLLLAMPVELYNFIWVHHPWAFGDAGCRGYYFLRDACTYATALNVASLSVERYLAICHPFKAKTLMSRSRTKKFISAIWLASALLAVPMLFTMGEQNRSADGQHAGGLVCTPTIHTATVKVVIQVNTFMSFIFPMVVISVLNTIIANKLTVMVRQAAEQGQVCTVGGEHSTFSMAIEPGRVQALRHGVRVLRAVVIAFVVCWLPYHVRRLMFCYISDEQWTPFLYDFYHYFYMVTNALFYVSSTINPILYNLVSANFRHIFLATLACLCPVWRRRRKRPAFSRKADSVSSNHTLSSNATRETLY
T cell HTS vesicle-bound % – second read-out of T cell HTS, no call of its own (marks repeat the call); double positive events, %; measured here: CD8+ vesicle-bound cell fraction;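 binding gate set so that unloaded-vesicle control wells show 10% double positive cells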
NTR1 agonist cell count 20 µM – recorded beside NTR1 agonist, whose call it bears; cell count; measured here: cell count, cytotoxicity flag
Active calls of the source: *; i = inactive; · = no result given; [ ] = remark or other dose.

cpd	SMILES	T cell HTS	West Nile antiviral	NS5 inhibitors	NTR1 agonist	T cell HTS vesicle-bound %	Large T inhibition
1	CCOC(=O)c1sc2ccc(S(=O)(=O)N3CC(C)CC(C)C3)cc2c1N (centres undefined)	i	-0.9%	-6%	12	10	10%
2	Cn1c(=O)cc(OCCCC(=O)NCc2ccccn2)c2ccccc21	i	0.2%	-1%	1.2	51	-2%
3	O=C(COC(=O)c1cccnc1)NC1CCCc2ccccc21 (centres undefined)	·	0.1%	11%	·	·	6%
4	CC[n+]1ccc2cc(OC)c(OC)cc2c1Cc1ccc(OC)c(OC)c1	i	0.0%	·	0.3	48	13%
5	C=CCC1(C)C(=O)N(c2ccccc2)c2ccccc21 (centres undefined)	i	-0.5%	-5%	1.9	60	3%
6	CCN1CCN(C(=O)C(=O)c2cn(CC(=O)N3CCCCCC3)c3ccccc23)CC1	i	1.5%	1%	-0.4	16	11%
7	Cc1ccc(/C=N/NC(=O)c2ccc(Cn3cc([N+](=O)[O-])cn3)o2)cc1	i	-0.5%	-1%	0.9	8	7%
8	Cc1[nH]c2ccccc2c1/C=N/NC(=O)c1cc(C(C)C)[nH]n1	i	0.1%	-3%	0.3	26	10%
9	C=CCSc1nnc(NC(=O)CSCc2c(C)noc2C)s1	i	·	4%	1.5	31	·
10	O=C(CCn1c(=O)oc2ccccc21)NCCCN1CCCC1=O	i	0.4%	2%	-0.7	25	12%
11	CN1CCCN(C(=O)c2cc(-c3cccc4ccccc34)nc3ccccc23)CC1	i	0.0%	-8%	0.8	58	17%
12	O=C(O)c1cc(N2C(=O)C3CCCCC3C2=O)ccc1NCc1cccnc1 (centres undefined)	i	0.3%	-2%	-1.4	27	23%
13	Cn1c(N2CCOCC2)c(/C=N/OC(=O)c2cccnc2Cl)c2ccccc21	·	-0.6%	4%	·	·	25%
14	CCC(NC(=O)NC1CCCCC1)c1ccccc1 (centres undefined)	i	-0.2%	-4%	0.7	52	3%
15	CCOc1ccc(C2C(C#N)=C(N)Oc3nc[nH]c(=O)c32)cc1OC (centres undefined)	i	0.6%	0%	-1.2	14	9%

cpd	Salmonella PhoP GFP	Rac1 GTP hydrolysis	RSV antiviral HEp-2	K1F lysis inhibition	NTR1 agonist cell count 20 µM
1	2%	11%	4.5%	1.7%[50 µM]	79
2	6%	8%	0.8%	0.1%	87
3	-1%	4%	·	0.4%	·
4	7%	6%	0.4%	0.0%	33
5	-2%	10%	2.0%	1.6%[50 µM]	65
6	2%	5%	1.9%	-0.2%[50 µM]	69
7	4%	1%	-0.3%	0.1%[50 µM]	48
8	-8%	7%	3.7%	-0.4%	50
9	·	-3%	·	i	52
10	-6%	-2%	1.9%	-0.8%	75
11	1%	4%	-2.5%	0.6%	66
12	-1%	-1%	2.0%	0.0%	99
13	7%	14%	·	0.4%	·
14	-3%	12%	1.0%	-0.2%	91
15	-7%	7%	1.9%	0.1%	91

Part of the list above in order of SMILES length, highest first:
cpd	SMILES	T cell HTS	West Nile antiviral	NS5 inhibitors	NTR1 agonist	T cell HTS vesicle-bound %	Large T inhibition
7	Cc1ccc(/C=N/NC(=O)c2ccc(Cn3cc([N+](=O)[O-])cn3)o2)cc1	i	-0.5%	-1%	0.9	8	7%
6	CCN1CCN(C(=O)C(=O)c2cn(CC(=O)N3CCCCCC3)c3ccccc23)CC1	i	1.5%	1%	-0.4	16	11%
12	O=C(O)c1cc(N2C(=O)C3CCCCC3C2=O)ccc1NCc1cccnc1 (centres undefined)	i	0.3%	-2%	-1.4	27	23%
4	CC[n+]1ccc2cc(OC)c(OC)cc2c1Cc1ccc(OC)c(OC)c1	i	0.0%	·	0.3	48	13%
2	Cn1c(=O)cc(OCCCC(=O)NCc2ccccn2)c2ccccc21	i	0.2%	-1%	1.2	51	-2%
10	O=C(CCn1c(=O)oc2ccccc21)NCCCN1CCCC1=O	i	0.4%	2%	-0.7	25	12%
3	O=C(COC(=O)c1cccnc1)NC1CCCc2ccccc21 (centres undefined)	·	0.1%	11%	·	·	6%
9	C=CCSc1nnc(NC(=O)CSCc2c(C)noc2C)s1	i	·	4%	1.5	31	·
14	CCC(NC(=O)NC1CCCCC1)c1ccccc1 (centres undefined)	i	-0.2%	-4%	0.7	52	3%

cpd	Salmonella PhoP GFP	Rac1 GTP hydrolysis	RSV antiviral HEp-2	K1F lysis inhibition	NTR1 agonist cell count 20 µM
7	4%	1%	-0.3%	0.1%[50 µM]	48
6	2%	5%	1.9%	-0.2%[50 µM]	69
12	-1%	-1%	2.0%	0.0%	99
4	7%	6%	0.4%	0.0%	33
2	6%	8%	0.8%	0.1%	87
10	-6%	-2%	1.9%	-0.8%	75
3	-1%	4%	·	0.4%	·
9	·	-3%	·	i	52
14	-3%	12%	1.0%	-0.2%	91

Remaining list, next part
cpd	SMILES	T cell HTS	West Nile antiviral	NS5 inhibitors	NTR1 agonist	T cell HTS vesicle-bound %	Large T inhibition
16	Cc1cccc(N2CCN(CC(=O)N(C)Cc3ccccc3)CC2C)c1 (centres undefined)	i	-1.1%	-10%	-1.9	57	6%
17	CCCCNC1c2ccccc2C(=O)N1Cc1ccccc1 (centres undefined)	i	-1.5%	-14%	0.6	36	9%
18	COc1cc(C(=O)c2ccccc2)c(OC)cc1C(=O)Nc1ccc(O)cc1	i	-0.1%	3%	0.1	34	26%
19	O=C(c1cc(-c2ccc(F)cc2)no1)N1CCN(Cc2ccc3c(c2)OCO3)CC1	i	-0.5%	2%	2.4	38	·
20	Cc1ccc2nc(CSc3nnc(-c4ccncc4)n3C)cc(=O)n2c1	i	·	-1%	2.9	63	3%
21	S=c1[nH]c2cc(Br)cnc2[nH]1	i	0.1%	6%	-0.1	32	35%
22	CC(c1ccccc1)n1cc(C(=O)NCc2ccncc2)nn1 (centres undefined)	i	-0.4%	4%	-1.8	46	27%
23	Cc1ccc(/C=N/Nc2ncnc3nc[nH]c23)cc1	i	0.7%	2%	-1.4	27	16%
24	O=C(c1cccc(Br)c1)N1CCN(C(=O)c2cccc(Br)c2)CC1	i	-0.6%	-8%	-0.8	18	7%
25	Cc1ccc(-c2cc(C(=O)Nc3c(C)n(C)n(-c4ccccc4)c3=O)c3ccccc3n2)cc1	i	·	-2%	0.9	12	·
26	C/C(CCC1CC(C)OC1=O)=N\NC(N)=O (centres undefined)	i	0.3%	·	1.3	18	7%
27	COc1ccc(CCNC(=O)CN(c2cc([N+](=O)[O-])ccc2OC)S(C)(=O)=O)cc1OC	i	0.2%	1%	0.0	56	2%
28	N/C(=N\OC(=O)CCCc1ccccc1)c1ccc(Br)cc1	i	-0.6%	-3%	2.1	24	23%
29	COc1ccc(/C(C)=N/N2CCCCC2)c(O)c1	i	-0.1%	-5%	-0.4	27	-9%
30	O=C(Cc1noc2ccccc12)NNC(=S)Nc1ccc(Cl)cc1	i	0.9%	-7%	1.2	32	16%

cpd	Salmonella PhoP GFP	Rac1 GTP hydrolysis	RSV antiviral HEp-2	K1F lysis inhibition	NTR1 agonist cell count 20 µM
16	-3%	15%	2.4%	0.4%	91
17	-4%	12%	0.6%	-0.5%	49
18	-3%	25%	5.7%	-0.2%	71
19	·	6%	0.1%	6.3%	47
20	-8%	12%	1.5%	0.3%	59
21	·	18%	·	-1.2%	56
22	-5%	6%	0.9%	1.0%	51
23	4%	12%	0.7%	-0.4%[50 µM]	54
24	4%	6%	3.8%	2.8%	65
25	·	3%	·	2.0%	81
26	1%	·	0.0%	·	44
27	-14%	3%	-0.2%	-0.7%	52
28	-1%	7%	0.9%	-0.7%[50 µM]	67
29	25%	11%	-0.2%	0.1%	106
30	-1%	12%	-0.5%	0.0%	61

New compounds follow:
cpd	SMILES	T cell HTS	West Nile antiviral	NS5 inhibitors	NTR1 agonist	T cell HTS vesicle-bound %	Large T inhibition
31	Cc1cc(C)c(OCCN(C)C)c(Cl)c1	i	-0.2%	-4%	-0.9	27	6%
32	O=[N+]([O-])c1c(C(Cl)Cl)nn(-c2ccc(Cl)cc2)c1N1CCCCC1	i	-0.9%	-5%	4.0	22	10%
33	O=C(Nc1cccc(Br)c1)c1ccc(Cl)c(S(=O)(=O)N2CCOCC2)c1	i	2.6%	-3%	2.8	19	23%
34	COc1ccccc1/C=C/C(=O)NCCc1ccccn1	i	-0.2%	-6%	-0.5	14	4%
35	COc1ccccc1N(CC(=O)Nc1ccccc1C(=O)N1CCOCC1)S(C)(=O)=O	i	-0.1%	9%	0.6	25	5%
36	COc1ccc(S(=O)(=O)N(C)C)cc1NC(=O)COC(=O)c1nn(C)c(=O)c2ccccc12	i	-0.1%	9%	-0.9	27	24%
37	Cc1occc1-c1nnc(SCC(=O)N2c3ccccc3CCc3ccccc32)n1C	i	2.9%	-4%	-3.0	44	14%
38	CC(NS(C)(=O)=O)C(c1cccs1)N1CCN(c2ccc(F)cc2)CC1 (centres undefined)	i	-0.5%	-4%	-1.3	32	-3%
39	CCOC(=O)C1=C(C)Nc2ccccc2N/C1=N\S(=O)(=O)c1cc(C(=O)O)ccc1Cl	i	·	-5%	-1.8	63	·

cpd	Salmonella PhoP GFP	Rac1 GTP hydrolysis	RSV antiviral HEp-2	K1F lysis inhibition	NTR1 agonist cell count 20 µM
31	8%	18%	-1.6%	0.3%	57
32	3%	2%	11%	0.6%	41
33	-1%	1%	4.2%	2.2%	41
34	3%	24%	-0.9%	0.6%	56
35	2%	4%	0.8%	0.1%	50
36	3%	4%	5.3%	-0.2%	59
37	-6%	4%	3.1%	-0.5%	52
38	9%	11%	-0.2%	1.9%	56
39	·	5%	1.6%	0.4%[50 µM]	54

Bioassay records deposited in PubChem by several laboratories.
